Assay outcomes as filed in PubChem.
S1P4 antag: S1P4 receptor antagonists, primary screen, cell-based; Sphingosine 1-phosphate receptor 4 (Homo sapiens), O95977; S1P4-expressing cells, antagonist mode, reporter read-out; inhibition, % at 4.98 µM; 220,000 compounds, 0.26% hits; AID 1510, 2009; in the data active = inhibition above about 29%;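 also: 0% = wells stimulated with agonist and 100% = vehicle wells without agonist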
NPY-Y1 PAM-ag: NPY-Y1 receptor potentiators or agonists, primary screen, cell-based; Neuropeptide Y receptor type 1 (Homo sapiens), P25929; NPY-Y1 expressing cells, potentiator/agonist activation; activation, % at 3.6 µM; 220,000 compounds, 0.37% hits; AID 1304, 2008; in the data active = activation above about 33%, passing the limit was not always enough;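 also: cells stimulated with NPY at EC10 then isoproterenol at EC100; 0% = low agonist plus stimulus and 100% = saturating agonist plus stimulus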
Ba/F3 V617F tox: reduced viability of JAK2V617F-dependent Ba/F3 cells, primary screen, JAK2V617F inhibitor project, cell-based, Ba/F3 EpoR-JAK2V617F, luminescence; inhibition, % at 5.6 µM; ATP luminescence; 220,000 compounds, 1.1% hits; AID 1446, 2008;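 active = inhibition above the campaign mean plus 3 SD over all tested compounds, cut at about 24% in these data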;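 also: cytokine-independent growth of Ba/F3 cells driven by EpoR plus mutant JAK2; 0% = DMSO-treated cells and 100% = JAK inhibitor I control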
S1P4 agonist: S1P4 receptor agonists, primary screen, cell-based | Sphingosine 1-phosphate receptor 4 (Homo sapiens), O95977 | S1P4-expressing cell line, agonist reporter assay | activation, % at 4.98 µM | 220,000 compounds, 0.35% hits | AID 1509, 2009; in the data active = activation above about 11%;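 also: 0% = DMSO vehicle and 100% = reference agonist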
NPY Y1 blocker: NPY-Y1 receptor antagonists, primary screen, cell-based | 200,000 compounds, 1% hits | HEK293-CNG Y1 cells, membrane potential fluorescence; NPY at EC95, then isoproterenol | AID 1040, 2008 | inhibition, % at 3.6 µM;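 active = inhibition above the campaign mean inhibition of all tested compounds plus 3 SD, cut at about 20% in these data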;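 also: 0% = DMSO wells given NPY plus isoproterenol and 100% = isoproterenol alone without NPY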
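Assay system: HEK293 Y1/CNG channel cell line; Doses: single compound dose of 3.6 µM, 0.4% DMSO; Timing: dye 3 h, compound 60 min room temperature, stimulation 45 min; Technique: Membrane-potential fluorescent dye readout; Measure: % inhibition of NPY effect.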
Runt-CBFb FRET: inhibitors of RUNX1 Runt–CBFb binding, primary screen, biochemical, FRET, Cerulean-Runt, Venus-CBFb, uHTS | Cerulean-Runt/Venus-CBFb FRET ratio 530/480, 1 h | 220,000 compounds, 0.46% hits | inhibition, % at 20 µM | Runt-related transcription factor 1 (Homo sapiens) + Core-binding factor subunit beta …;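 active = inhibition over about 50% at 20 µM in the single-dose screen, limit read from the data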;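 also: 0% = DMSO wells and 100% = excess unlabeled CBFb competitor control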
Target sequence (Q01196 whole entry, looked up): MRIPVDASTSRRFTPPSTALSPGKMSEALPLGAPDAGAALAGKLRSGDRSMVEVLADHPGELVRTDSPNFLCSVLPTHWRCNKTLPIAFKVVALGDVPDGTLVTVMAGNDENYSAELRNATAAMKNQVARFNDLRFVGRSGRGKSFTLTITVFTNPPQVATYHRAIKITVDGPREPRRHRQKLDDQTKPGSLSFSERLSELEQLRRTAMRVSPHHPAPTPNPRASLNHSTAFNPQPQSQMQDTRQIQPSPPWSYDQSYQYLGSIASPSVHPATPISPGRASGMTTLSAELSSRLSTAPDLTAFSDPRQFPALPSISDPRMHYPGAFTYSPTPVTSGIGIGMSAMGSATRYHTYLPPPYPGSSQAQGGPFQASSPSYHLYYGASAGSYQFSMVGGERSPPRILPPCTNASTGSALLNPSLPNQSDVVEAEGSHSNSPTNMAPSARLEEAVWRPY
Target sequence (Q13951 whole entry, looked up): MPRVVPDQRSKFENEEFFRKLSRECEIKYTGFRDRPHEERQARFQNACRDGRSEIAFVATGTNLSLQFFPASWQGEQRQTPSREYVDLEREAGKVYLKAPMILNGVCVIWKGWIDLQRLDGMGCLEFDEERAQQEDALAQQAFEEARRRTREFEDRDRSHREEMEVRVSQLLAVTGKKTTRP
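Reagent – Venus-CBFb binding partner, 100 nM · Assay system – Cerulean-tagged RUNX1 Runt domain (FRET donor) fusion protein · Input – 100 nM per protein · Incubation – two 1 h room-temperature incubations shielded from light · Measured by – FRET fluorescence · Medium – Tris buffer pH 7.5 with salts and BSA · Benchmarks – unlabeled CBFb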
NPY-Y2 PAM-ag: NPY-Y2 potentiators or agonists, primary screen, cell-based | activation, % at 3.6 µM | cells expressing NPY-Y2, potentiator/agonist read-out | 220,000 compounds, 0.45% hits | Neuropeptide Y receptor type 2 (Homo sapiens), P49146 | AID 1359, 2008; in the data active = activation above about 27%;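 also: cells stimulated with NPY near EC25 plus isoproterenol at EC100; 0% = vehicle plus submaximal agonist and 100% = vehicle plus saturating agonist; some results beyond the cut were filed as inactive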
Target sequence (P49146 whole entry, looked up): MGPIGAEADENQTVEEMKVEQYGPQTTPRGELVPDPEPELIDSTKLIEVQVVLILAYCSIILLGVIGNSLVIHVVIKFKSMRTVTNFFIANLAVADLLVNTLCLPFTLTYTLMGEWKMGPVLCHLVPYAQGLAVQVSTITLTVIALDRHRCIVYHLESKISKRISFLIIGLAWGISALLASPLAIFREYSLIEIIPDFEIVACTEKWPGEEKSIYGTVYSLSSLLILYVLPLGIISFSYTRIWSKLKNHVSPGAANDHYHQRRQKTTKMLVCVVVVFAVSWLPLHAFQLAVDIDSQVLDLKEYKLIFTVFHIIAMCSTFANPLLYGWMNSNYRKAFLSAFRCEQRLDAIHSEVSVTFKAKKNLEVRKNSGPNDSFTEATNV
RBBP9 inh: human RBBP9 inhibitors, primary screen, biochemical, fluorescence polarization, FP-Rh probe, HTS; Serine hydrolase RBBP9 (Homo sapiens), O75884; inhibition, % at 7.94 µM; 220,000 compounds, 0.2% hits; recombinant RBBP9;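 active = inhibition above the campaign mean of all tested compounds plus 3 SD, cut at about 14% in these data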;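 also: plate controls were DMSO wells with RBBP9 for no effect and wells lacking RBBP9 protein for full effect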
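Controls: DMSO-treated enzyme wells and wells lacking RBBP9 | Material: RBBP9 protein | Technique: Fluorescence polarization | Replication: Single well per compound, no replicates | Buffer or medium: Tris-NaCl-Pluronic buffer, pH 8.0 | Timing: 30 min compound preincubation, 45 min probe labeling, 25 °C | Read-out basis: Percent inhibition from mP, scaled between DMSO and no-protein wells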
BaF3 parental: parental Ba/F3 cell viability inhibition, counter-screen for JAK2V617F inhibitor project, murine pro-B, CellTiter-Glo luminescence; CellTiter-Glo ATP luminescence; inhibition, % at 5.6 µM; 220,000 compounds, 1.1% hits; AID 1486, 2009;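 active = inhibition above a per-campaign cutoff, the mean inhibition of all tested compounds plus 3 SD, cut at about 27% in these data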;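 also: 0% = DMSO wells and 100% = JAK Inhibitor I control wells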
Numbers without * were called inactive; . = not tested or not shown.

SMILES	S1P4 antag	NPY-Y1 PAM-ag	Ba/F3 V617F tox	S1P4 agonist	NPY Y1 blocker	Runt-CBFb FRET	NPY-Y2 PAM-ag	RBBP9 inh	BaF3 parental
Cc1oc(S(=O)(=O)N2CCCC2)cc1C(=O)Nc1ccc(F)cc1	-9	4	-3	0.1	.	0	3	-4	4
O=C(O)CCCC(=O)Nc1c(F)c(F)c(F)c(F)c1F	-9	18	-2	0.0	0	0	12	1	3
O=C(CSC1=NC(=O)C(c2ccccc2)C(=O)N1)Nc1ccccc1Cl (configuration not stated)	7	-12	-2	2.0	4	2	6	-8	2
CC(OC(=O)CCc1nc2ccccc2[nH]c1=O)c1ccccc1 (configuration not stated)	-14	-10	-1	-0.2	-1	-2	-14	-8	7
COc1ccc(C(=O)NCC(=O)N2CCc3ccccc3C2)cc1	-11	6	3	2.1	11	0	2	-5	7
Clc1cccc(CSc2nnc(-c3ccccn3)n2Cc2ccco2)c1	0	22	3	-0.1	-1	25	-13	-14	1
CCCc1cc(N2CCCC(C(=O)Nc3c(OC)cccc3OC)C2)n2ncnc2n1 (configuration not stated)	-5	-14	-4	0.0	5	-2	3	-9	3
O=C(CN1CCOCC1)NNc1c2ccccc2nc2ccccc12	-17	-6	0	0.9	.	13	-1	8	0
COc1ccc(NC(=O)C(=O)N/N=C(\C)CC(=O)Nc2ccccn2)c(OC)c1	-5	7	-2	-1.5	.	2	-10	-14	-3
CC1(C)CC(=O)C2=C(C1)N(c1ccccc1)C(N)=C(C#N)C2c1ccccc1 (configuration not stated)	11	14	-2	2.1	-1	-3	-5	-4	6
CS(=O)(=O)c1ccc(C(=O)NCC(c2ccco2)N2CCCCC2)cc1 (configuration not stated)	0	8	0	1.6	4	1	1	-9	2
CC1(C)CC(=O)C2=C(C1)OC(N)=C(C#N)C2Cc1ccccc1 (configuration not stated)	-12	-4	-1	-1.3	-7	1	7	-2	4
CCOc1ccc(NC(=O)C2CC(=O)N=C(N)S2)cc1 (configuration not stated)	-10	6	-3	1.9	-1	2	-1	-6	-1
CCC(=O)NCc1nc2ccccc2n1Cc1ccccc1F	-10	-16	3	0.5	-1	-1	-3	-11	2
COc1ccc(CCNC(=O)c2ccco2)cc1OC	2	6	0	-1.9	3	-1	5	6	10
COc1ccc(/C=N/NC(=O)CNC(=O)C2COc3ccccc3O2)cc1OC (configuration not stated)	-15	-7	-1	-1.0	-2	0	12	-1	8
O=C(NC(=S)Nc1ccc(N2CCOCC2)cc1)c1ccco1	-9	7	-1	-0.1	-2	7	6	-8	3
Cc1cc([N+](=O)[O-])cnc1NC(C)c1ccccc1 (configuration not stated)	-9	-1	-1	0.7	-2	-3	8	-2	6
CC(=O)N1N=C(c2cccc(Br)c2)OC12CCCC2	12	2	3	-1.3	0	-1	-9	-5	6
O=C(COC(=O)c1ccc2c(c1)C(=O)N(Cc1ccncc1)C2=O)Nc1cccc2ccccc12	-14	1	6	-1.5	1	-3	1	-7	4
CCN(CC)S(=O)(=O)c1ccc(NC2c3ncccc3C(=O)N2Cc2ccccc2)cc1 (configuration not stated)	-15	8	0	0.0	1	1	-4	-4	2
Cc1cc(C)cc(N(C(=O)C2CCCC2)C2C=CS(=O)(=O)C2)c1 (configuration not stated)	-14	6	2	1.5	0	.	-8	-14	6
COc1cc(C(=O)Nc2ccc3c(c2)OCCO3)c(-n2cnnn2)cc1OC	-25	16	-3	-0.3	1	-1	-7	1	0
CCCCOC(=O)CCc1nc2ccccc2[nH]1	-14	-12	3	0.6	6	0	-14	-19	5
Cc1ccc(/C(N)=N/OC(=O)CCC2CCCCC2)cc1	-5	20	-1	-0.3	2	0	-2	-3	5
O=C(NCc1cccnc1)c1sc2ccccc2c1Cl	-1	-5	3	1.1	-1	-1	-7	4	1
N#CC(C#N)=Cc1ccc(NC(=O)c2ccc(Br)cc2)cc1	-16	4	-5	1.9	.	-4	-2	-12	-3
CC1(C)CC(=O)c2sc(NC(=O)C3CC3)nc2C1	-10	-3	-3	0.8	2	1	-1	-3	9
Cc1ccc2cc3cc(C(=O)NCCN4CCOCC4)oc3nc2c1	-4	-14	-4	1.5	1	-1	-7	0	-1
CS(=O)(=O)N1CCN(c2ccc([N+](=O)[O-])c3cccnc23)CC1	-10	25	0	0.5	.	-1	-10	9	2

Complete entries as entered above. Order of values: S1P4 antag, NPY-Y1 PAM-ag, Ba/F3 V617F tox, S1P4 agonist, NPY Y1 blocker, Runt-CBFb FRET, NPY-Y2 PAM-ag, RBBP9 inh, BaF3 parental
Shown for COc1ccc(C(=O)NCC(=O)N2CCc3ccccc3C2)cc1 = -11, 6, 3, 2.1, 11, 0, 2, -5, 7
Shown for O=C(COC(=O)c1ccc2c(c1)C(=O)N(Cc1ccncc1)C2=O)Nc1cccc2ccccc12 = -14, 1, 6, -1.5, 1, -3, 1, -7, 4
Shown for O=C(CSC1=NC(=O)C(c2ccccc2)C(=O)N1)Nc1ccccc1Cl (configuration not stated) = 7, -12, -2, 2.0, 4, 2, 6, -8, 2

Next part:
SMILES	S1P4 antag	NPY-Y1 PAM-ag	Ba/F3 V617F tox	S1P4 agonist	NPY Y1 blocker	Runt-CBFb FRET	NPY-Y2 PAM-ag	RBBP9 inh	BaF3 parental
O=S(=O)(Nc1cccc(-c2cn3cccnc3n2)c1)c1ccc(Cl)cc1	-35	2	-4	1.1	0	-2	13	-3	0
COc1ccc(OC)c(S(=O)(=O)Nc2ccc(OCC(=O)O)cc2)c1	-17	-4	-3	0.7	6	0	-4	-10	9
CC1CN(C2CCN(C(=O)COc3ccc(Cl)cc3)CC2)CC(C)O1 (configuration not stated)	-19	8	-1	0.1	1	0	-2	-6	4
CCc1ccc(CCC(=O)Nc2ccccc2C(=O)O)o1	-2	-5	5	-0.2	10	-2	-19	-3	8
CC(C)=CCN1CCN(Cc2nc(-c3ccc(F)cc3)cs2)CC1CCO (configuration not stated)	-8	-3	0	1.4	.	-2	-2	-3	2
CCOc1cc(/C=C2\N=C(C)OC2=O)cc(Br)c1OCC(=O)OC	-12	7	-1	0.4	1	1	-3	-5	-3
CC(=O)c1cccc(NC(=O)NNC(=O)c2ccc(Cl)cc2Cl)c1	-5	4	0	7.7	8	1	-1	4	9
COc1ccc(C(=O)COC(=O)CCc2nc3ccccc3[nH]c2=O)cc1Br	-1	-18	3	0.7	0	-3	-4	-6	6
COc1cc(NC(=S)Nc2ccccn2)c(OC)cc1Cl	23	3	1	-2.2	6	2	-15	-10	1
Cc1ccccc1/C=N\NC(=O)c1csnn1	-11	40	-1	0.3	9	27	1	-9	4
COCCOC(=O)c1c(C)oc2ccc(OC(=O)c3ccc4c(c3)OCO4)cc12	2	-8	2	0.9	-2	-3	-7	-10	1
O=C(Nc1ccccn1)c1ccc2ccccc2n1	-7	-3	-1	1.5	4	-2	10	-2	6
COc1cccc(OCCCN2CCCCCC2)c1	8	-10	-1	0.1	2	0	-15	0	2
C=CCON/C(CCC)=C1\C(=O)CC(C)(C)CC1=NC	-1	-1	1	1.8	.	0	1	-3	-7
COc1ccc(CC(=O)NCc2csc(-c3cccs3)n2)cc1OC	-16	-2	-3	-1.5	.	0	-5	-2	3
COc1cc2nc(CN3CCN(C(C)=O)CC3)[nH]c(=O)c2cc1OC	2	9	0	0.7	0	0	1	-3	7
CC1CCCN(C(=O)CSCC(=O)N=c2sc3ccccc3n2C)C1 (configuration not stated)	0	-16	2	-1.4	8	2	-8	-5	5
O=Cc1cn(-c2ccccc2)nc1-c1cc2ccccc2oc1=O	3	-21	-4	-1.9	4	-1	2	-4	-1
CCOC(=O)N/N=C/c1cn(Cc2ccccc2Cl)c2ccccc12	-19	14	-3	1.7	-6	-2	1	-10	3
O=C(Nc1cccc(O)c1)C(Cc1ccccc1)N1C(=O)c2cccc3cccc(c23)C1=O (configuration not stated)	-9	-1	-2	2.6	9	-4	13	-15	0
CSc1nnc([C@@H]2CCCN2C(=O)OC(C)(C)C)o1	1	8	-4	-0.2	0	0	7	6	4
CCOC(=O)N1CCC2(CC1)C(C#N)=C(N)Oc1c2sc2nc(C)cc(C)c12	2	4	-1	-0.4	6	-3	18	0	1
O=C(Nc1nnc(COc2ccc(Cl)cc2)s1)c1ccc([N+](=O)[O-])cc1	-15	-1	-3	0.1	3	-1	-5	-6	4
COC(=O)c1cc(C(=O)Nc2ccc(S(=O)(=O)NC(C)(C)C)cc2)cc([N+](=O)[O-])c1	4	17	-5	-0.2	-4	-2	11	-7	1
Cc1ccc(/C=N/NC(=O)c2c[nH]c3ccccc23)s1	-2	12	-3	1.6	2	-4	0	-3	9
Cc1ccc2c(CSc3nnc4ccccn34)cc(=O)oc2c1C	-4	10	3	0.5	0	-1	-8	-5	2
CC(=O)c1ccc(C(=O)N2CCc3c([nH]c4ccccc34)C2c2cccc(C)n2)s1 (configuration not stated)	5	-7	-2	0.2	.	0	-33	-10	-2
COC(=O)c1[nH]c2ccc(Cl)cc2c1NC(=O)CN1CCc2cc(OC)c(OC)cc2C1	-22	-26	-3	-1.4	2	-14	11	-8	1
CCn1c(SCC(=O)NC(C)(C)C)nnc1-c1ccccn1	-6	-25	-1	2.2	-6	17	-8	8	5
CCc1ccc(NC(=O)CN(N=Nc2nonc2C)c2nonc2C)cc1	1	-11	-2	1.3	18	0	-7	-7	5
CCCCn1c(=O)c(CCC(=O)OCC(=O)NC(C)c2ccccc2)nc2ccccc21 (configuration not stated)	-7	-12	6	0.6	10	-2	-16	-11	7
Nc1nc(=S)c2ncn(C3OC(CO)C(O)C3O)c2[nH]1 (configuration not stated)	-12	-7	45*	1.2	.	31	10	-7	25
NC(=O)COC(=O)c1cc(S(=O)(=O)N2CCN(c3ccccc3)CC2)ccc1Cl	-5	-8	-1	1.3	-1	8	-10	-1	7
COc1ccc(OC(C)C(=O)NC2CC(C)(C)NC(C)(C)C2)cc1 (configuration not stated)	4	-14	0	-2.5	-1	0	1	-6	7
COC(=O)c1ccc(CSc2nnc(NCc3ccccc3)s2)o1	2	14	-2	0.7	9	-2	-1	2	4
CCOC(=O)Cn1c(=O)oc2cc(S(=O)(=O)N3CCCc4ccccc43)ccc21	-13	31	-3	-3.5	-13	-1	26	-6	1

No enrichment for hits; about 3.6% have a hit in one of these screens.
